# Bioassay records: PubChem, several laboratories
# SARS 3CLpro inh: SARS-CoV 3CLpro protease inhibition. recombinant SARS-CoV 3CLpro, quenched FRET peptide cleavage. inhibition, % at 6 µM. 290,000 tested, 0.14% active. P0C6X7; in the data active = inhibition above about 12%
# Y pestis TopoI: blocks Yersinia pestis topoisomerase I activity. Y. pestis Topo-I cleavage product accumulation, plate reader. activity, % at 10 µM. 360,000 tested, 0.064% active; in the data active = activity above about 50%, passing the limit was not always enough; inconclusive = no clear call, values can overlap the other calls; also: inactives centre near 2
# PriA SSB inh: inhibitors of Klebsiella pneumoniae PriA binding to SSB C-terminal tail. AlphaScreen SSBct-PriA binding, biotinylated peptide. inhibition, % at 33 µM. 430,000 tested, 0.6% active. AID 1272365; in the data active = inhibition mostly above about 37%, no sharp cut-off; inactive = mostly below about 20%;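 also: plate controls were negative control peptide for no effect and reference peptide for full effect; strong numbers were not always called active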
# VHR inh abs: inhibitors of human VHR1 phosphatase (DUSP3); AID 1654; recombinant VHR phosphatase, pNPP absorbance; P51452; inhibition, % at 13.3 µM; 290,000 tested, 0.52% active; in the data active = inhibition above about 50%; also: some compounds called inactive have numbers as strong as hits
# BoNT-A LC inh2: blocks Botulinum neurotoxin A light chain protease; multiplex microsphere protease substrate cleavage, flow cytometry; inhibition, % at 10 µM; 360,000 tested, 0.17% active; also: plate controls were buffer without enzyme for full effect and enzyme alone for no effect
# Vc quorum ag: inducers of Vibrio cholerae quorum light production without autoinducers | activation, % at 18.7 µM | V. cholerae BH1578 lux reporter, luminescence, 6 h | 350,000 tested, 0.16% active; in the data active = activation mostly above about 9.7%, no sharp cut-off; inconclusive = no clear call, values can overlap the other calls; inactive = mostly below about 3.7%; also: not every result past the cut was called active; inactives centre near 0; reference of the scale not given here
# Anthrax LF inh2: inhibitors of Bacillus anthracis lethal factor protease | P15917 | multiplex microsphere protease cleavage assay, LF | AID 588501 | inhibition, % at 10 µM | 360,000 tested, 0.12% active; also: plate controls were buffer without enzyme for full effect and enzyme alone for no effect
# CCHFV vOTU inh: blocks the CCHF virus ovarian tumor domain protease; CCHFV vOTU protease, Pep-AMC fluorescence; inhibition, % at 11.5 µM; 370,000 tested, 0.55% active; in the data active = inhibition above about 30%; also: 0% = vehicle wells with enzyme and 100% = no enzyme wells
# PfHsp40 rescue: compounds rescuing yeast from Plasmodium falciparum HSP40 toxicity | 340,000 tested, 0.68% active | growth rescue, % at 12.5 µM | AID 504582 | S. cerevisiae expressing PfHsp40, growth rescue, ATP luminescence; in the data active = growth rescue above about 28%, passing the limit was not always enough; inconclusive = no clear call, values can overlap the other calls;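 also: yeast W303a lacking pdr1 and pdr3 grown in galactose medium; growth measured after three days at 30 °C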
# TcdB inh: inhibitors of Clostridioides difficile toxin B glycohydrolase. P18177. TcdB glycohydrolase enzymatic assay, plate reader. inhibition, % at 9.99 µM. 350,000 tested, 0.24% active. AID 652162; in the data active = inhibition above about 10%
# Target sequence (P18177 whole entry, looked up): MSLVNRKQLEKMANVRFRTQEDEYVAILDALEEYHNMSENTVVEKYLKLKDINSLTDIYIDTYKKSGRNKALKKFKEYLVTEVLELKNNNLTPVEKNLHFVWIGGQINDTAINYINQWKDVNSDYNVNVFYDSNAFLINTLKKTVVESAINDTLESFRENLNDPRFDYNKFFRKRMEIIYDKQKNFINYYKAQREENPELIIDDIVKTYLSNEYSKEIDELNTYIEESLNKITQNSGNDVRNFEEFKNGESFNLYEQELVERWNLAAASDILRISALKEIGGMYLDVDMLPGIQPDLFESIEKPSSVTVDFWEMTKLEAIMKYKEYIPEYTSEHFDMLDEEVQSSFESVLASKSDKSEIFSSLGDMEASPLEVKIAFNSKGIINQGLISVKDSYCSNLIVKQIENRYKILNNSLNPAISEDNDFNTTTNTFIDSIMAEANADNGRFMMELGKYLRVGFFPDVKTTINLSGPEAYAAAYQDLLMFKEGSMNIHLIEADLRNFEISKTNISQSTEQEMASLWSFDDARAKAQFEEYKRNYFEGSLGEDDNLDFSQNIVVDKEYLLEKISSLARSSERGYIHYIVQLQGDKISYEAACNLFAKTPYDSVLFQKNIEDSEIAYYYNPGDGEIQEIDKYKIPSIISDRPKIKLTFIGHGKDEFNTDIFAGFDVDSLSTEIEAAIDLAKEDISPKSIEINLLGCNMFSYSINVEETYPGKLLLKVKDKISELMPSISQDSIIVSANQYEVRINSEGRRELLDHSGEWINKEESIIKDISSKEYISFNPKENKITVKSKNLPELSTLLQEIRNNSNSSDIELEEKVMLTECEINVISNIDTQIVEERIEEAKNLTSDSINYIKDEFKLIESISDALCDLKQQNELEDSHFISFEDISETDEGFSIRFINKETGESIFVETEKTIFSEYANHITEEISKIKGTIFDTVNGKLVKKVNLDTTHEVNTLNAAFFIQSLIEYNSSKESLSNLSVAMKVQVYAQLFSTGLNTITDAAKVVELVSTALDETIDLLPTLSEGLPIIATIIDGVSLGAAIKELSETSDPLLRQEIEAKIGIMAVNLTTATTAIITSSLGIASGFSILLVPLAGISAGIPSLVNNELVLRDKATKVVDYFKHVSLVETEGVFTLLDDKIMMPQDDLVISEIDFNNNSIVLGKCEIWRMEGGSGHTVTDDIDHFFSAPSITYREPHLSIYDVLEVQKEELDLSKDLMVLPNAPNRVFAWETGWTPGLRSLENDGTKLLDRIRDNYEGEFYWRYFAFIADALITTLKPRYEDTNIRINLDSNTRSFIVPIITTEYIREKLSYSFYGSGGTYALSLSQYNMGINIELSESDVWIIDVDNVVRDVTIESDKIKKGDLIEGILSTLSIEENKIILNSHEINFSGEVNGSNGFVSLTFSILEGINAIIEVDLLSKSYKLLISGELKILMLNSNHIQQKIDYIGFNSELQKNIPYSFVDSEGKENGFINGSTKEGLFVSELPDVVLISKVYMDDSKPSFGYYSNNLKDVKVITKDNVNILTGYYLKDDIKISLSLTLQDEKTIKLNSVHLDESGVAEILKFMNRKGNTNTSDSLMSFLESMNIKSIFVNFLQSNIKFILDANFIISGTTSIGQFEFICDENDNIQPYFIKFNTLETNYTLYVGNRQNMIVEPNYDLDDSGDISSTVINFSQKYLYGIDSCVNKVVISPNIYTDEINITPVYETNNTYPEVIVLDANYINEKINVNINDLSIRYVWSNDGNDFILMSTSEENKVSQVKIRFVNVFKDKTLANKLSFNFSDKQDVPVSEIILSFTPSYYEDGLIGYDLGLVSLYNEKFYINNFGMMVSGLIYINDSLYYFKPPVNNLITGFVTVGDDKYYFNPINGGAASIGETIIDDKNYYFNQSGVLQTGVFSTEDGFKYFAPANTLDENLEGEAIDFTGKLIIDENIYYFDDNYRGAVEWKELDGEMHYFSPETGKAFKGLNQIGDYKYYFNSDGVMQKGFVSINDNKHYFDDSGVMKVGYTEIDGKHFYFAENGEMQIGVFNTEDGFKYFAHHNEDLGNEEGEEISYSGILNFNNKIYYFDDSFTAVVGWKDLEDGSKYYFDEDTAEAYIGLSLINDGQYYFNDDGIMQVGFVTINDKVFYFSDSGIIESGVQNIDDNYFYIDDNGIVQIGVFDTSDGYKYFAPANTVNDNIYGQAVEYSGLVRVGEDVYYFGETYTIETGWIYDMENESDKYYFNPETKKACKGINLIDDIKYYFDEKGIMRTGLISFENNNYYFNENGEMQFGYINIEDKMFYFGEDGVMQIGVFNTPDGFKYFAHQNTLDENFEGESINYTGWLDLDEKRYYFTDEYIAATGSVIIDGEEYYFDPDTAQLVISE
# * hit, by the source's call; i = inactive; ? = inconclusive; / = not tested or not shown; & = joins results of further samples. Rule as the data show it, unless noted: active = inhibition above about 30%; inconclusive = no clear call, values can overlap the other calls; inactive = below that.
SMILES	Y pestis TopoI	PfHsp40 rescue	TcdB inh	CCHFV vOTU inh	PriA SSB inh	Anthrax LF inh2	BoNT-A LC inh2	VHR inh abs	Vc quorum ag	SARS 3CLpro inh
O=C(CCN1C(=O)/C(=C/c2ccccc2Cl)SC1=S)NC1CCS(=O)(=O)C1 (stereo not given)	0	-0.6	2.0	-3	-10	-1	1.4	-8	1.0	6
Cc1ccccc1S(=O)(=O)N1C[C@H]2[C@H]3C(=O)N(c4ccccc4)C(=O)[C@H]3CC(=O)[C@H]2[C@@H]1c1ccc(Cl)cc1	/	/	1.2	5	/	-2	-0.5	/	/	/
C=CCN1C(=O)c2ccc(C(=O)N3CCN(c4ccccc4OC)CC3)cc2C1=O	4	0.5	1.2	19	5	0	1.9	/	-1.0	/
CC(=O)NCC(=O)NC(C(=O)Nc1ccc2c(c1)OCCO2)c1ccc(C)cc1 (stereo not given)	6	1.6	/	5	-9	2	0.4	18	1.0	2
CCN1C[C@@H]2[C@@H]3C(=O)N(Cc4ccccc4)C(=O)[C@@H]3[C@](Cc3ccccc3)(C(=O)OC)N2C1=NCc1ccccc1	10	5.6	2.4	-3	-3	2	-0.3	/	i	/
Cc1ccc2ccccc2c1NC(=O)CNCc1ccccc1	6	/	-0.8	-23	/	-7	-0.1	/	-5.3	/
COc1ccc(-n2c(CCc3ccccc3)nnc2SCC(=O)c2ccccc2)cc1	-4	4.5	1.3	3	4	-2	-0.1	-5	i	4
COc1ccc(-c2nc3c(n2O)CCC/C3=N\O)cc1	11	0.0	/	-7	/	-7	?	-8	i	4
COC(=O)C1=C(C)OC(N)=C(C#N)C1c1cc2cc(C)ccc2nc1Cl (stereo not given)	14	-0.1	-8.7	-1	-11	-2	-1.4	17	-0.2	4
O=C(COC(=O)c1ccccc1Cl)NCc1cccs1	-3	/	-2.0	-5	/	-4	0.0	/	i	/
O=C(c1cccc(N2CCCC2=O)c1)N1CCN(c2ccccc2)CC1	7	0.0	/	6	0	-2	-0.2	22	-0.6	0
O=S(=O)(c1ccc(N=C2NN=C(c3cc(F)ccc3F)CS2)cc1)N1CCOCC1	2	-0.9	1.3	6	30	7	-0.1	-25	-0.4	4
O=C(Nc1ccccc1C(F)(F)F)C(O)(c1ccccc1)C1CCCCC1 (stereo not given)	-7	-0.8	-0.9	-8	-10	0	-0.4	/	-0.6	/
Cc1cccc(NC(=O)CN2C(=O)NC(C)(c3ccc4c(c3)OCO4)C2=O)c1 (stereo not given)	-4	-0.3	/	-5	-15	-6	0.7	-6	/	4
O=C(CC(=O)c1c(F)cccc1Cl)c1ccccc1O	-6	112*	0.1	-48	-8	-10	0.1	7	-1.2	6
COc1ccc(NC(=O)CSc2nc(O)cc(=O)[nH]2)c(OC)c1	5	0.3	0.6	9	1	7	-1.0	4	i	2
CCc1cc(=O)oc2cc(OCC(=O)N3CCC(C(N)=O)CC3)ccc12	-8	-0.8	0.8	-10	-10	-3	0.1	17	-0.4	5
C[C@@H]1CN([C@@H](C)CO)C(=O)Cc2cc(NC(=O)Nc3ccc(F)cc3)ccc2O[C@@H]1CN(C)Cc1ccc(Cl)c(Cl)c1	10	3.4	-0.1	9	3	4	-0.1	/	1.2	/
COc1cc(OC)cc(-c2sc3ccc(OC)cc3c2-c2ccc(OCCN3CCCCC3)cc2)c1	11	14	/	/	29	-6	-0.1	/	-0.4	/
CCCCNC(=O)Nc1nc2ccccc2s1	4	3.4	8.8	10	-10	-1	-1.2	-10	0.7	2
Cc1cc(C)n(S(=O)(=O)c2ccc(C(C)(C)C)cc2)n1	6	-1.7	/	-4	-5	6	-0.4	-1	i	1
COc1ccc([N+](=O)[O-])cc1N(CC(O)Cn1nnc2ccccc21)S(=O)(=O)c1ccc(C)cc1 (stereo not given)	-1	-0.6	/	25	0	-1	-3.1	22	i	7
COc1ccccc1-c1ccc(NC2CCCCC2)nn1	18	-0.2	/	3	-19	7	2.9	-18	-0.6	0
Oc1ccc(Br)cc1C=Nc1ccc(Cl)cc1	-4	0.9	0.9	-5	-10	-1	0.0	20	i	3
Cc1cccc(OCC(=O)Nc2ccc(C(=O)Nc3ccccc3C(=O)O)cc2)c1	12	/	-5.6	4	/	1	-0.1	/	i	/
COc1ccccc1NC(=S)NCCC(c1ccccc1)c1ccccc1	7	1.0	0.0	2	2	0	0.3	-5	i	7
CCOC(=O)C1CCCN(c2c(NCCc3ccc(Cl)cc3)c(=O)c2=O)C1 (stereo not given)	-2	-0.9	0.1	-2	0	8	0.6	25	-0.5	-3
Cc1ccc(C(=O)NCCNC(=O)Cc2ccccc2)cn1	7	-1.1	0.4	-2	-7	1	1.1	2	-3.3	3
CCOC(=O)c1[nH]c2ccc(F)cc2c1NC(=O)CN1CCN(C/C=C/c2ccccc2)CC1	-1	0.6	/	-5	16	-7	-0.4	5	/	-2
CC(=O)Nc1ccc2nc3ccccc3nc2c1	-3	1.6	2.0	-3	5	4	9.0	19	0.6	-1

# Molecules listed so far that contain an aryl thioether with sulfur outside any ring (2):
SMILES	Y pestis TopoI	PfHsp40 rescue	TcdB inh	CCHFV vOTU inh	PriA SSB inh	Anthrax LF inh2	BoNT-A LC inh2	VHR inh abs	Vc quorum ag	SARS 3CLpro inh
COc1ccc(-n2c(CCc3ccccc3)nnc2SCC(=O)c2ccccc2)cc1	-4	4.5	1.3	3	4	-2	-0.1	-5	i	4
COc1ccc(NC(=O)CSc2nc(O)cc(=O)[nH]2)c(OC)c1	5	0.3	0.6	9	1	7	-1.0	4	i	2

# (listing goes on)
SMILES	Y pestis TopoI	PfHsp40 rescue	TcdB inh	CCHFV vOTU inh	PriA SSB inh	Anthrax LF inh2	BoNT-A LC inh2	VHR inh abs	Vc quorum ag	SARS 3CLpro inh
CC1CCN(C(c2cccs2)c2nnnn2Cc2ccccc2)CC1 (stereo not given)	10	0.1	/	10	-19	2	0.2	32	i	3
CCOc1ccc(S(=O)(=O)Nc2c(C)n(C)n(-c3ccccc3)c2=O)cc1	-1	-0.6	0.4	-13	-12	-19	-5.0	14	i	2
N#CCCCn1c(-c2ccccc2)noc1=O	-5	0.0	/	-1	4	-4	?	3	i	-1
Cc1ccc(Cl)cc1N1CCN(S(=O)(=O)c2cnc[nH]2)CC1	10	-1.1	2.5	4	-5	-14	0.2	8	-0.2	0
CCN(C(=O)c1cnc2scc(C)n2c1=O)c1ccccc1C	-1	40*	0.8	-3	-3	0	0.3	-2	0.0	-1
CCCn1c(CC)nc([N+](=O)[O-])c1S(=O)(=O)c1ccccc1	-6	0.6	/	-3	-12	-2	-1.4	31	-0.3	-1
CC(=O)Nc1ccc(S(=O)(=O)NCCNC(=O)c2ccccc2F)cc1	-8	-1.4	/	-12	-22	0	0.3	16	5.9	-4
CCc1cccc(C)c1NC(=S)NCCc1c(C)[nH]c2ccc(C)cc12	-2	0.3	0.3	4	40*	-7	-1.2	-11	-0.1	0
Cc1ccc(S(=O)(=O)N2C[C@H]3[C@H]4C(=O)N(Cc5ccccc5)C(=O)[C@H]4CC(=O)[C@H]3[C@@H]2c2cccc3ccccc23)cc1	/	/	1.4	2	/	-1	-0.2	/	/	/
COC(=O)C1=CNC=C(C(=O)OC)C1c1cccc(OC)c1	0	-0.6	1.2	-216	-9	-1	0.3	6	1.4	1
CCOc1ccc(S(=O)(=O)N2CCc3ccccc3C2)cc1	-4	0.4	/	-3	-29	-2	0.0	23	/	-3
CCCc1cc(=O)oc2c(C)c(O[C@@H]3O[C@H](CO)[C@@H](O)[C@H](O)[C@H]3O)ccc12	-7	0.5	0.3	5	-8	17	-0.2	16	i	-2
CSCCC1NC(=O)N(C(C)C(=O)Nc2cc(Cl)cc(Cl)c2)C1=O (stereo not given)	-1	-0.3	0.3	-1	-2	-5	-1.7	45	-0.2	5
COc1ccc(OC)c(NC(=O)CSc2nc(=O)n(CCN3CCOCC3)c3c2CCC3)c1	16	-0.1	1.2	4	-8	-4	1.6	/	i	/
CCN(CC)S(=O)(=O)c1ccc(C)c(NC(=O)CN(C)C)c1	-4	-1.9	0.2	-5	-2	-1	-0.2	0	-0.3	-5
CC(=O)NCc1ccc(-c2csc(NC(=O)CCCc3nc4ccccc4c(=O)[nH]3)n2)cc1	-1	0.2	-1.0	-16	-5	7	0.9	/	i	/
CCCCOc1ccc(C2CCC(C(C)=O)C(C)C2)cc1 (stereo not given)	14	-0.3	1.3	-9	-7	0	-0.5	5	0.0	0
O=C(N[C@@H](Cc1ccccc1)C(=O)OCc1ccccc1)c1ccco1	19	2.6	1.4	15	-17	-1	1.2	/	0.5	/
COC(=O)C1=C(O)/C(=C\c2cc(C)n(-c3ccccc3F)c2C)N=C1C	8	1.0	-3.3	-2	-3	0	4.0	-10	i	3
CN(Cc1ccccc1)C(=O)c1ccc(Nc2nc(C(N)COCc3ccccc3)cs2)nc1 (stereo not given)	8	/	1.4	10	/	-11	-0.2	/	0.5	/
COc1ccc(S(N)(=O)=O)cc1C(=O)OCC(=O)Nc1sccc1C#N	4	-0.8	1.1	12	-3	-5	0.0	/	i	/
CC12C=CC(=O)C=C1CC(O)C1C2CCC2(C)C1CCC2(C)O (stereo not given)	3	1.3	-0.3	-4	-4	-6	0.5	/	1.0	/
CC(C)CCC(CCN1CCCC1)c1ccc2c(c1)OCO2 (stereo not given)	5	-1.4	1.9	-3	-4	-7	0.0	-7	i	0
CCOC(=O)c1oc2ccc(S(=O)(=O)Nc3ccc4c(c3)n(C)c(=O)n4C)cc2c1C	32	2.6	/	-10	0	-4	0.5	8	-12	3
Nc1c(N(C(=O)Nc2ccc(Cl)c(Cl)c2)C2CCCC2)c(=O)[nH]c(=O)n1Cc1ccccc1	14	0.0	/	1	-2	-2	-0.3	15	i	1
Cc1ccc(-n2nc(C)c3c2OC(N)=C(C#N)C3c2ccccc2F)cc1 (stereo not given)	-6	2.2	/	13	10	-4	0.7	-5	/	-8
O=C(OCCOc1ccc(Cl)cc1)c1cc(S(=O)(=O)N2CCCCC2)ccc1N1CCOCC1	19	-0.2	1.0	1	0	-10	-30	/	0.3	/
O=C(NCCSc1ccc(Cl)cc1)c1ccc(CN2CCOCC2)cc1	14	0.0	0.3	1	-13	-2	-1.1	-14	i	5
COc1ccc(OCCNC(=O)c2cccc(Oc3ccc(C(F)(F)F)cc3[N+](=O)[O-])c2)cc1	29	3.8	/	6	2	1	0.4	-5	-0.2	3
CCOC(=O)C1C(=O)OC(C)(C)C1C(CC)C(=O)c1c(C)cc(C)cc1C (stereo not given)	29	/	1.9	5	-14	?	-1.4	-3	-0.4	1
COC(=O)CSc1nc2cc(OC)ccc2n1C	0	0.5	1.3	-5	-11	0	-0.2	8	-0.2	-2
COC(=O)c1c(NC(=O)c2ccc([N+](=O)[O-])o2)sc2c1CCN(C(C)C)C2	-13	0.4	1.4	12	-7	3	2.4	11	0.9	-5
O=c1[nH]cnc2scc(-c3cccs3)c12	0	-0.1	/	7	3&-6	1	0.4	-14	i	1
CC1CC2(CCCC2)Nc2ccc(F)cc21 (stereo not given)	3	-0.3	0.1	1	3	3	-2.2	/	i	-2
CCCc1cc(=O)oc2cc(OCC(=O)Nc3ccc(CN4CCOCC4)cc3)c(Cl)cc12	13	0.9	-1.4	5	-6	1	-0.3	14	-0.2	2
CNS(=O)(=O)c1cccc(C(=O)OCC(=O)N(CCC#N)c2ccccc2)c1	-6	-1.9	-2.4	4	-2	4	-0.3	14	-0.4	-1

# Some of the compounds tested; count on the stated rates, not on these rows.
